# Screens (PubChem)
# JMJD2C inh – human JMJD2C demethylase inhibition | Q9H3R0 | GST-JMJD2C(1-420) H3K9me3 demethylation, DELFIA europium | inhibition, % at 2.35 µM | 330,000 compounds, 0.069% hits | AID 2099;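 active means more than half of a compound's replicate wells show inhibition beyond 50%, single wells judged on their own value; inconclusive means some, but no more than half, of replicates pass 50% inhibition; inactive means no replicate passes 50% inhibition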;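 further: signal counts dimethyl H3K9 product captured on neutravidin plate; 0% = median of DMSO wells and 100% = 0.3 times that DMSO median; strong numbers were not always called active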
# Target sequence (Q9H3R0 1-420 limits assumed): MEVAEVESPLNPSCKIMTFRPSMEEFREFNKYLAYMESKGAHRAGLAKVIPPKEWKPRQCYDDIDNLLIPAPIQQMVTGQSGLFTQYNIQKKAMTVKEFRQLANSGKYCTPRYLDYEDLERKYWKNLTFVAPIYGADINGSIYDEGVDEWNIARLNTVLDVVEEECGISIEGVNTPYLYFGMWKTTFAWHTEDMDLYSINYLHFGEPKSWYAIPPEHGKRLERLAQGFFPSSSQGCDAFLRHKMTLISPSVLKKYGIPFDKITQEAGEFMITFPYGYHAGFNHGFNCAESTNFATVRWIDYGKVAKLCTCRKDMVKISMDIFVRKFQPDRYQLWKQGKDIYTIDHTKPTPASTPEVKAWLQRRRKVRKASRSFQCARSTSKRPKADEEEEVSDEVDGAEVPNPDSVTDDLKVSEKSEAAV
# Numbers without * were called inactive; i = inactive; u = inconclusive. This is a subset. The share of hits here may be higher or lower than overall.
JMJD2C inh	SMILES
4.7	Cc1cc(C(=O)NNC(=S)NCc2ccccc2)no1
-10.6	O=C(Nc1c[nH]c(=O)[nH]c1=O)c1ccc2c(c1)C(=O)N(c1cccc([N+](=O)[O-])c1)C2=O
10.8	Cc1csc2nc(=O)c3ccccc3n12
4.3	NC(=O)c1ccc(NC(=O)COc2cccc3c2CCNC3=O)cc1
-9.1	Cc1oncc1C(=O)Nc1ccc2ccccc2c1
-0.2	COc1ccc(O)c(/C=c2/sc3nc4cc(C)c(C)cc4n3c2=O)c1
-4.2	CC1CCCC(C)N1C(=O)CSc1nnnn1C1CCCC1 (centres undefined)
-4.0	O=S(=O)(c1ccc(F)cc1)c1nc(-c2ccc(F)cc2)oc1NCCN1CCOCC1
20.8	Cc1ccc(S(=O)(=O)N(CC(=O)NCc2ccco2)Cc2ccccc2F)cc1
-10.1	COc1cccc(NC(=O)Cc2nnc(SCC(=O)c3ccccc3)n2C)c1
-1.6	CCCC(C(=O)NC1CCCC1)N(C(=O)Cn1nnc(-c2ccc(C)o2)n1)c1cccc(O)c1 (centres undefined)
-2.2	Cc1ccc(S(=O)(=O)N(Cc2cccc([N+](=O)[O-])c2)C(=O)N2CCN(C)CC2)cc1
8.4	O=C(CCN1C(=O)c2ccccc2S1(=O)=O)NCc1ccc(F)cc1
-2.7	CCCOc1ccc(C(=O)C(CCC(CNCC)C(=O)c2ccc(OCCC)cc2)CNCC)cc1 (centres undefined)
140.6	C/C(=N/Nc1ccccc1[N+](=O)[O-])c1ccc(C)c([N+](=O)[O-])c1
-4.8	COc1cccc(OC)c1NC(=O)C1CCCN1C(=O)Nc1ccccc1Cl (centres undefined)
21.6	O=C(O)Cc1sc(Nc2ccc(Cl)cc2)nc1-c1cccs1
-2.9	CN(C)CCN1C(=O)C(=O)/C(=C(/O)c2ccc(OCc3ccccc3)cc2)C1c1ccncc1 (centres undefined)
-4.0	Cc1oc(/N=C/c2ccc(Cl)cc2Cl)c(C#N)c1C
-11.3	Cc1coc(C)c1C(=O)Nc1ccc2ccccc2c1
-0.1	COCCOC(=O)c1[nH]c2c(c1C)C(=O)CC(c1cccs1)C2 (centres undefined)
-2.5	CCOc1ccc(CN2CCNC(=O)C2CC(=O)NCCc2nc(C)c3c(n2)CCC3)cc1 (centres undefined)
-7.4	CC1CCCCN1Cc1c(O)ccc2c(=O)c(-c3ccc(Br)cc3)coc12 (centres undefined)
3.9	COc1cc2c(cc1OC)C(c1ccccc1)N(C(=O)C(C)(C)C)CC2 (centres undefined)
5.0	O=C(Nc1cccnc1Cl)c1cccc(S(=O)(=O)N2CCOCC2)c1
-3.9	CCCc1c(C)[nH]c2ccc(C(=O)O)cc2c1=S
-12.8	Cc1cc2ncn(/N=C/c3cc(Br)ccc3O)c2cc1C
-9.7	Cc1cc(=O)oc2cc(OCc3ccc(C(=O)OCC(=O)Nc4ccc(N(C)C)cc4)cc3)ccc12
5.7	COc1cc(/C=N/Nc2cc(C)nc(NS(=O)(=O)c3ccc(C)cc3)n2)ccc1O
6.8	COc1ccccc1N1CCN(C(c2ccc(F)cc2)c2nnnn2C(C)C)CC1 (centres undefined)
-12.2	COc1ccc(C)cc1N(CC(=O)NC1CCCC1)C(=O)Cn1nnc(-c2ccc(C)o2)n1
-23.8	Cc1ccc(S(=O)(=O)NCC(=O)N(CCc2ccccc2)CC(=O)NCc2ccco2)cc1
-1.3	COc1ccc(C(=O)/C=C/C(=O)N(CC(=O)NC2CCCCC2)Cc2ccc(F)cc2)c(O)c1
-28.2	Cn1c(CCNC(=O)C2CCCCC2)nc2cc(NC(=O)c3cccs3)ccc21
2.1	COc1cc(C(=O)N/C(=C\c2cn(C)c3ccccc23)C(=O)N2CCN(C)CC2)cc(OC)c1OC
-3.5	COCCCNC(=O)Cc1c(C)c2c(cc(C)c3c(C)c(C)oc32)oc1=O
-1.9	CCCC(c1nnnn1CCOC)N1CCN(c2cccc(OC)c2)CC1 (centres undefined)
-14.4	Cc1cc(C)c2[nH]c(=O)c(CN(Cc3nnnn3C3CCCC3)C3CCCCC3)cc2c1
0.4	O=C(CSc1ccsc1[N+](=O)[O-])Nc1cc(F)ccc1F
24.5	N#CC(C(=O)NC1CCCCC1)c1nc2ccccc2nc1N1CCN(c2ccc(F)cc2)CC1 (centres undefined)
-1.8	CCCCC(c1nnnn1CCOC)N1CCN(c2cccc(OC)c2)CC1 (centres undefined)
0.0	Cc1nc2ccccc2nc(=O)c1NNc1ccccc1
-4.5	CCOC(=O)N1C/C(=C\c2ccccc2)C(=O)/C(=C/c2ccccc2)C1
-3.4	Cc1nnc(Sc2cc(NCCCO)c([N+](=O)[O-])c3nonc23)s1
-32.1	Cc1ccc(NC(=O)C(c2ccccc2)C2CCCC2)cc1 (centres undefined)
-2.0	Cn1c(=O)c2ncn(CC(=O)NCCOc3ccc(C(C)(C)C)cc3)c2n(C)c1=O
2.6	COc1ccc(N=C2S/C(=C\c3ccc(OC(C)C(=O)O)c(OC)c3)C(=O)N2CCc2c[nH]c3ccccc23)cc1 (centres undefined)
-4.8	CCc1cccc(CC)c1NC(=O)CNCc1cccs1
5.0	COc1ccccc1-n1c(-c2ccccc2)c[nH]c1=S
-16.1	COC(=O)c1cc(CNC(=O)CCCSc2ccccc2)ccc1OC
-13.0	CNC(=S)N/N=C(\C)c1ccc(N2CCOCC2)cc1
-6.7	CC(=O)c1ccc(C(=O)N2CCCC(CO)(Cc3ccccc3C)C2)s1 (centres undefined)
-10.0	COc1ccc(N(CC(=O)NC2CCCC2)C(=O)Cn2nnc(-c3ccc(C)o3)n2)c(OC)c1
8.6	Cc1ccc(S(=O)(=O)N(CC(=O)c2ccccc2)C(=O)N2CCN(C)CC2)cc1
-10.3	CCOc1ccc(N(CC(=O)NCc2ccco2)C(=O)CCC(=O)Nc2ccccn2)cc1
-0.7	Cn1nc(C(F)(F)F)c2cc(NC(=O)OCc3ccc(C(C)(C)C)cc3)sc21
-11.7	CC(=O)c1c(O)c(C)c(O)c2c1OC1=CC(=O)C(C(C)=O)C(=O)[C@@]12C (some centres undefined)
-1.6	Cc1cc(/C=C(/C#N)c2nc3ccccc3[nH]2)c(C)n1-c1cc(C(=O)O)cc(C(=O)O)c1
21.7	Cc1cc(N)n(-c2ccc(Oc3ccccc3)c(S(=O)(=O)O)c2)n1
-5.5	COCc1nnc(NS(=O)(=O)c2ccc(Cl)cc2)s1

# 3 records drawn at random from the list so far, as already listed:
JMJD2C inh	SMILES
-3.9	CCCc1c(C)[nH]c2ccc(C(=O)O)cc2c1=S
-4.2	CC1CCCC(C)N1C(=O)CSc1nnnn1C1CCCC1 (centres undefined)
-13.0	CNC(=S)N/N=C(\C)c1ccc(N2CCOCC2)cc1

# Other results
JMJD2C inh	SMILES
-14.1	O=C(O)C1CSC2(CCN(Cc3ccccc3)CC2)N1 (centres undefined)
-20.0	Cc1cc(C)nc(Nc2n[nH]c(Cc3ccccc3)n2)n1
-7.8	Cc1ccc(-c2nnn(CC(=O)N(CC(=O)NC3CCCC3)c3ccccc3F)n2)o1
-8.2	N#Cc1cc2sc3nc4ccccc4n3c2cc1C#N
13.0	CCC1CCCCN1C(=S)NC(=O)c1cccs1 (centres undefined)
1.4	CCc1ccc2[nH]c3nc(SCC(=O)NCC4CCCO4)nnc3c2c1 (centres undefined)
17.7	Cc1ccc(C(=O)NC2CCN(C(=O)NC3CCCCC3)CC2)cc1
16.8	Cc1ccc(C)c(N(CC(=O)NC2CCCC2)C(=O)CCCC(=O)Nc2ccccn2)c1
-4.7	CC(C)n1cc(/C=C/c2cc[n+](C)cc2)c2ccccc21
2.0	COc1ccc(-c2ccc(-c3nnc(-c4ccncc4)o3)cc2)cc1
-10.7	COCCCn1c(-c2ccc(OC)cc2)nc2nc3ccccc3nc21
u	COC(C[C@H]1O[C@H]1[C@@H](O)[C@@H](C)OCc1ccccc1)OC
-1.6	Nc1nc2ccccc2n1C(=O)c1ccco1
4.1	O=C(NCCCN1CCOCC1)c1ccc(Br)cc1Br
-6.2	COc1ccc(CC(=O)Nc2ccc(/C(C)=N\NC(=O)c3ccc(Br)o3)cc2)cc1
25.2	Cc1ccc(SCCN2CCN(CC(C)C)CCC2=O)cc1
-1.2	C(#Cc1ccc(C#CCN2CCCC2)cc1)CN1CCCC1
6.8	CCOc1ccccc1-n1ccn(CC(=O)Nc2ccc(Br)cc2F)c(=O)c1=O
-8.0	O=C(C1=C(O)C(=O)N(CCCN2CCOCC2)C1c1ccncc1)c1cc2ccccc2o1 (centres undefined)
-3.8	COc1cc(C2CC(=O)NC3=C2C(=O)CC(C)(C)C3)ccc1O (centres undefined)
-15.4	COc1cccc(CC(NC(C)=O)C(=O)NC2CCN(C(=O)c3ccc(Cl)cc3)CC2)c1 (centres undefined)
-7.0	C=CCn1c(N)c(C(=O)OC(C)CC)c2nc3ccccc3nc21 (centres undefined)
-13.0	O=C(NCCc1ccccc1)c1ccncc1
-38.3	CCC(C(=O)NCc1ccco1)N(C(=O)CNS(=O)(=O)c1ccc(C)cc1)c1ccccc1OC (centres undefined)
5.5	O=C(O)c1cc(S(=O)(=O)N2CCOCC2)c(Sc2ccccn2)cc1Sc1ccccn1
-14.0	COc1cccc(NC(=O)c2ccc3c(c2)OCCO3)c1
-8.4	O=C(CSc1nnc(CNc2ccc(F)cc2)n1CC1CCCO1)N1CCOCC1 (centres undefined)
-34.0	O=C(NC(Cc1c[nH]c2ccccc12)C(=O)O)/C(=C/c1ccc2c(c1)OCO2)NC(=O)c1ccccc1 (centres undefined)
-15.0	CNC(=O)c1cc(S(=O)(=O)N2CC(C)OC(C)C2)ccc1N1CCCCC1 (centres undefined)
-5.0	Cn1cc(CCC(=O)NC2CC(C)(C)Cc3c2cnn3-c2ccc(F)cc2)cn1 (centres undefined)

# A different layout for some results above.
canonical_smiles	JMJD2C inh
COc1cc(C(=O)N/C(=C\c2cn(C)c3ccccc23)C(=O)N2CCN(C)CC2)cc(OC)c1OC	2.1
COCCCNC(=O)Cc1c(C)c2c(cc(C)c3c(C)c(C)oc32)oc1=O	-3.5
CCCC(c1nnnn1CCOC)N1CCN(c2cccc(OC)c2)CC1 (centres undefined)	-1.9
Cc1cc(C)c2[nH]c(=O)c(CN(Cc3nnnn3C3CCCC3)C3CCCCC3)cc2c1	-14.4

# Further structures follow.
JMJD2C inh	SMILES
-9.3	COc1cc2[nH]c(=O)n(CCC(=O)NC3CCN(Cc4ccccc4)CC3)c(=O)c2cc1OC
3.6	CCC(C)c1ccc(NC(=S)NCc2ccccc2OC)cc1 (centres undefined)
-25.9	O=C(NC1CCCCC1)NC1CC2CCC(C1)N2C(=O)NC1CCCCC1 (centres undefined)
-6.2	Cc1ccc(S(=O)(=O)N2CCN(c3nc(C)nc4sc(C)c(C)c34)CC2)cc1
8.5	CC(C)n1nnnc1C(c1ccc(F)cc1)N1CCN(C2CCCC2)CC1 (centres undefined)
11.9	O=C(O)c1ccccc1C(=O)N1CCN(Cc2ccc3c(c2)OCO3)CC1
-10.5	CCSc1nc2sc3c(c2c(=O)n1-c1ccc(C)cc1)CCN(C)C3
i	COc1ccc(OC)c(C(=O)CSc2nc3c(c(=O)n(C)c(=O)n3C)n2C(C)C)c1
-43.6	Cc1nnc(Sc2cc(NCCO)c([N+](=O)[O-])c3nonc23)s1
-45.3	Cc1cc(C(=O)CSc2nnc(-c3ccco3)o2)c(C)n1CC1COc2ccccc2O1 (centres undefined)
-25.7	S=C(NCc1ccccc1)N1CCn2cccc2C1c1cccnc1 (centres undefined)
25.5	CC1=NN(c2ccc(Cl)c(C(=O)O)c2)C(=O)/C1=C\c1ccc(-c2ccc(C(=O)O)cc2)o1
15.8	Cc1[nH]n(-c2ccccc2)c(=O)c1N=Nc1ccccc1O
-13.2	O=C1N(c2ccccc2)C[C@@H]2C[C@@H](c3cc4ccccc4o3)N3CCC[C@@]123
-5.5	CC(=O)c1cccc(S(=O)(=O)N2CCCC(c3nc4c(nnn4Cc4ccccc4Cl)c(=O)[nH]3)C2)c1 (centres undefined)
u	CCCCn1c2ccc(F)cc2c2nnc(SCCN3CCCCC3)nc21
5.8	CC1CN(Cc2nc3c(c(=O)n(C)c(=O)n3C)n2CCN2CCOCC2)CC(C)O1 (centres undefined)
-4.7	CCC(C(=O)NC1CCCC1)N(C(=O)Cn1nnc(-c2ccc(C)o2)n1)c1ccc(F)cc1 (centres undefined)
15.3	O=C(CN1CCCN(S(=O)(=O)c2ccc(Br)cc2)CC1)Nc1ccc2cn[nH]c2c1
-11.7	CCOC(=O)c1sc2nc(CC(=O)OC)nc(NCc3ccco3)c2c1C
-11.1	CC1(C)Cc2c(cnn2-c2ccc(F)cc2)C(NC(=O)CCc2ccncc2)C1 (centres undefined)
10.4	COc1cc2c3c(c1)C1(C(=O)N3C(C)(C)C=C2C)C(C#N)=C(N)Oc2cc(C)oc(=O)c21 (centres undefined)
5.5	Cc1nc2ccc(C(=O)OCc3nnc(-c4ccccc4)o3)cc2nc1C
-25.8	COc1ccc(N(C)S(=O)(=O)c2cccc(C(=O)NCC3CCCCC3)c2)cc1
-9.2	COc1ccccc1N(CC(=O)NC1CCCCC1)C(=O)Cn1nnc(-c2ccc(C)o2)n1
13.7	O=C(/C=C/c1cn(-c2ccccc2)nc1-c1cccnc1)N1CCCC1
9.9	Cc1ccc(NC(=S)N=Nc2c(O)n(C)c3ccc(S(=O)(=O)N4CCOCC4)cc23)cc1
0.0	COC(=O)c1ccc(-c2ccc(C(=O)N3CCCN(C)CC3)cc2)cc1
40.4	Cc1cc(=O)oc2cc(OC(=O)c3ccco3)ccc12
37.2	CSc1nc(-c2ccco2)nn1C(=O)c1ccccc1Cl
-2.5	COc1ccc(-n2c(SC)nc3sc4c(c3c2=O)CCN(C)C4)cc1
9.3	Cc1cccc(N2CN=c3s/c(=C\c4ccncc4)c(=O)n3C2)c1

# Given field by field: part of the list above
SMILES: CC1=NN(c2ccc(Cl)c(C(=O)O)c2)C(=O)/C1=C\c1ccc(-c2ccc(C(=O)O)cc2)o1
- JMJD2C inh: 25.5

SMILES: CCSc1nc2sc3c(c2c(=O)n1-c1ccc(C)cc1)CCN(C)C3
- JMJD2C inh: -10.5
